Compound activity from PubChem BioAssay.
ATXN2 expr inh: inhibitors of ATXN2 expression | HEK-293 ATXN2-luciferase reporter, luminescence, 24 h | Potency, µM (titrated, usually from 57 µM), for the others: at the highest dose activity change, negative = inhibition, hits mostly inhibitors | hit rate 0.72% among 360,000 | AID 1745845; also: potency is read from the fitted curve at half-maximal effect; % is scaled to controls: 0 for no effect and ±100 for the full control effect; nearly all actives have a fitted effect of over 55% in size
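ATXN2-luciferase reporter cells (luciferase flanked by upstream and downstream ATXN2 gene portions) were treated 24 h at 37 °C with compounds at up to 57 uM. SteadyGlo luminescence gave expression; GF-AFC fluorescence gave viability.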
MCF10A rereplic: induces DNA re-replication in MCF 10a normal breast cells | MCF 10A DNA re-replication, Hoechst nuclear intensity, 48 h | Potency, µM (titrated, usually from 46.1 µM), inactives show at the top dose activity, positive = re-replication, usual class: activators | hit rate 2.9% among 350,000; also: potency is read from the fitted curve at half-maximal effect; % of control where 0% means no effect; nearly all actives have a fitted effect of over 50% in size
IL-1B inflam inh: inhibitors of inflammasome signaling (IL-1 beta secretion) | THP-1 LPS/ATP IL-1B secretion, AlphaLISA, 16 h; stronger effect = lower value | activity change, % at 57.5 µM | hit rate 4.7% among 360,000 | AID 743279; in the data active = activity change below about -50%; inconclusive = mostly about -30% to -49%; also: % is scaled to controls: 0 for no effect and ±100 for the full control effect
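THP-1 cells pretreated 1 hr with compounds (up to 57.5 uM final), then stimulated with LPS (250 ng/mL final) plus ATP (1.25 mM final); secreted IL-1B measured by AlphaLISA after 16 hr, decreased signal indicating inhibition.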
SW480 rereplic: induces DNA re-replication in SW480 colon adenocarcinoma cells; SW480 DNA re-replication, Hoechst DNA content imaging, 48 h; AID 624297; hit rate 1.8% among 340,000; Potency, µM (titrated, usually from 46.1 µM), for the others: top-dose re-replication activation, hits mostly activators; also: potency is read from the fitted curve at half-maximal effect; % of control where 0% means no effect; nearly all actives have a fitted effect of over 55% in size
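Image-based read-out: total Hoechst fluorescence of nuclei (405 nm excitation, 500-530 nm emission), with hits raising the fraction of high-intensity nuclei. SW480 colon cells incubated 48 hr with compounds at 37 C.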
KB-3-1 cytotox: kills parental KB-3-1 adenocarcinoma cells | KB-3-1 viability, CellTiter-Glo ATP luminescence, 72 h | Potency, µM (top dose mostly 46.1 µM), without a hit: at the top dose activity change, negative = cytotoxic, usual class: cytotoxic | hit rate 1.4% among 400,000 | AID 1347075; also: potency is read from the fitted curve at half-maximal effect; % is scaled to controls: 0 for no effect and ±100 for the full control effect; nearly all actives have a fitted effect of over 60% in size
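KB-3-1 cells, DMEM (no phenol red) + 10% FBS; compound by pin transfer, 72 h, 37 °C. Readout: CellTiter-Glo luminescence after 10 min. Data normalized, curve-fitted.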
HT1080NT lethal: kills 2HG-producing HT-1080-NT fibrosarcoma cells; hit rate 1.6% among 360,000; AID 686970; Potency, µM (highest dose often 46.1 µM), for the others: at the highest dose activity, negative = less viability, most hits filed as cytotoxic; HT-1080-NT fibrosarcoma viability, CellTiter-Glo ATP luminescence, 48 h;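 also: NT is the 2HG producing partner of a matched IDH1 knockdown line; potency is read from the fitted curve at half-maximal effect; 0% = DMSO-treated cells and -100% = media-only wells without cells; nearly all actives have a fitted effect of over 55% in size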
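Toxicity toward the 2HG-producing NT line was scored as %Activity, normalised to DMSO and no-cell wells, from CellTiter-Glo luminescence after 48 hours' treatment.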
S2 tox: reduces viability in counter-screen for ATXN expression inhibitors. hit rate 0.49% among 400,000. Potency, µM (series often up to 56.7 µM), most hits filed as cytotoxic. S2 cells (HEK-293 line with an ATXN2-luciferase reporter) viability, CellTiter-Fluor protease fluorescence, 24 h; also: potency is read from the fitted curve at half-maximal effect; nearly all actives have a fitted effect of over 40% in size
KB-V1 cytotox: kills drug-selected multidrug resistant KB-V1 cells; hit rate 3.4% among 400,000; AID 1347076; Potency, µM (top dose mostly 46.1 µM), inactives show at the top dose activity change, negative = cytotoxicity, usual class: cytotoxic; KB-V1 MDR cells viability, CellTiter-Glo, 72 h; also: potency is read from the fitted curve at half-maximal effect; % is scaled to controls: 0 for no effect and ±100 for the full control effect; nearly all actives have a fitted effect of over 60% in size
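Potencies derive from concentration-effect curves fitted to normalized luminescence (CellTiter-Glo) of KB-V1 cells treated for 72 h at 37 degrees C in phenol-red-free DMEM containing 10% FBS.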
HT1080 IDH1KD tx: kills HT-1080 cells with IDH1 knockdown | Potency, µM (doses to about 46.1 µM), without a hit: at the highest dose activity, negative = toxicity, hits mostly cytotoxic | AID 686971 | hit rate 2% among 360,000 | HT-1080 IDH1 knockdown viability, ATP luminescence, 48 h;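 also: potency is read from the fitted curve at half-maximal effect; 0% = DMSO wells and -100% = cell-free medium wells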
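IDH1KD HT-1080 cells, 750/well, RPMI + 5% FBS; compound pinned after 2 h settling; 48 h, 37 °C; CellTiter-Glo luminescence; % activity normalised to DMSO and no-cell wells; curves fitted, classed by r2 and efficacy.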
* = called active by the depositor; i = inactive; ? = inconclusive; · = no result given; [ ] = dose if it differs, or a comment. Unless noted, calls follow the shape of the dose curve; as a rule, active = well fitted curve in the direction sought with a large enough effect; inconclusive = small, poorly fitted or top-dose-only effect, or another doubt; inactive = no such curve, though single readings can be large; an effect the other way counts as inactive or inconclusive. Outcome played no part in choosing rows, and some 11% of all compounds hit somewhere here.

SMILES	ATXN2 expr inh	MCF10A rereplic	IL-1B inflam inh	SW480 rereplic	KB-3-1 cytotox	HT1080NT lethal	S2 tox	KB-V1 cytotox	HT1080 IDH1KD tx
C=CCc1cccc2cc(C(=O)Nc3cccc(C(=O)O)c3)c(=O)oc12	·	3%	-13	-8%	0%	0%	i	3%	-3%
COc1cccc(C2=NN(C(=O)c3cccs3)C(O)(C(F)(F)F)C2)c1 (configuration not stated)	11%	?	-72*	21%	-29%	?	i	?	?
Cc1nc2sccn2c(=O)c1S(=O)(=O)N1CCN(c2ccccc2)CC1	-19%	0%	6	-2%	6%	14%	i	1%	12%
Nc1ccc2oc(CCc3ccccc3)nc2c1	51%[activator]	4%	?	-26%	-3%	7%	i	7%	0%
CCc1c(O)cc2n(c1=O)-c1ccc(Cl)cc1C2(C)C	-7%	?	10	-3%[9.22 µM]	?	?	i	?	?
O=C(COC(=O)/C=C/c1cccc(C(F)(F)F)c1)Nc1ccc(Cl)cn1	6%	1%	10	1%	13%	9%	i	?	13%
COc1ccccc1OCCNC(=O)CSC(=S)N1CCCC1	7%	-1%	12	-3%	8%	4%	?	10%	4%
CCOc1cccc2sc(N(CCN(C)C)C(=O)CCS(=O)(=O)c3ccccc3)nc12	1%	-3%	-19	-3%	3%	5%	i	2%	13%
CN(C)S(=O)(=O)c1ccc(C(=O)Nc2ccccc2[N+](=O)[O-])cc1	1%	-5%	10	12%	-31%	4%	i	?	16%
COc1ccc(C(CNc2nc(-c3cccnc3)nc3ccccc23)N(C)C)cc1 (configuration not stated)	?	?	-82*	245%	-11%	16µM*	?	-3%	16µM*
O=[N+]([O-])c1ccc(S(=O)(=O)N2CCN(c3ccc(N4CCOCC4)nn3)CC2)cc1	1%	?	-11	4%	-13%	3%	i	-6%	-6%
Cc1cccc(CCNC(=O)C2CCN(S(=O)(=O)N3CCOCC3)CC2)c1	·	?	6	?	5%	4%	i	7%	0%
Cc1nc(OCc2c(C)noc2C)c2ccccc2n1	-27%	-28%	20	-73%[inhibitor]	12%	4%	i	3%	-1%
COc1ccc(-c2nc(CSCC(=O)NCc3ccc4c(c3)OCO4)c(C)o2)cc1	-8%	1%	18	-7%	8%	14%	i	-5%	15%
Cc1ccc(S(=O)(=O)NN=C2C3CC4CC(C3)CC2C4)cc1[N+](=O)[O-]	3%	-2%	10	0%	3%	8%	i	0%	5%
O=C(NCc1cccc(Cl)c1)C1Cc2c(-c3ccccc3)ccnc2O1 (configuration not stated)	-14%	·	5	·	?	-14%	?	?	-23%
O=C(Nc1ccc(Oc2cccnc2)cc1)c1cccc([N+](=O)[O-])c1	2%	9%	-56*	2%	4%	2%	?	12%	4%
CC(=O)c1ccccc1NC(=O)C1CCCN(C(=O)c2ccc(Cl)cc2)C1 (configuration not stated)	-19%	1%	27	4%	-25%	6%	i	13%	-2%
Cn1nnnc1SCc1ccc(CSc2nnnn2C)cc1	5%	-1%	-6	0%	3%	6%	i	12%	2%
O=C(CCC(=O)Nc1ccccc1)NNS(=O)(=O)c1ccccc1[N+](=O)[O-]	0%	-14%	5	-25%	3%	5%	i	5%	7%
CCc1nnc(NC(=O)C2Cc3ccccc3CN2S(=O)(=O)c2ccc(C)cc2)s1 (configuration not stated)	19%	?	-1	1%	0%	-2%	i	-22%	5%
Cc1cc(C)c(S(=O)(=O)N2CCOC2CNC(=O)C(=O)NCCCN2CCCC2=O)c(C)c1 (configuration not stated)	1%	-11%	i	1%	-1%	0%	i	-16%	-11%
COc1ccc(S(=O)(=O)N2CCC(C(=O)NCc3ccco3)CC2)cc1C	-3%	0%	-5	8%	6%	2%	i	-27%	5%
COc1ccc(OC)c(-c2cc(C(=O)N3CCc4ccccc4C3)no2)c1	1%	?	5	26%	3%	-1%	i	-3%	-28%
COc1ccccc1/C=C/CN1CCOCC1	-4%	7%	0	-10%	1%	4%	i	18%	-10%
CC(C)CC1=NN(C(=O)c2cccnc2)C(O)(C(F)(F)F)C1 (configuration not stated)	3%	-4%	14	1%	5%	7%	?	-11%	17%
COc1cc(/C=N/n2c(C3CCCCC3)n[nH]c2=S)cc(Br)c1O	15%	1%	34	-15%	-9%	8%	i	0%	2%
CCOc1nc(-c2ccccc2Cl)nc2ccccc12	-6%	-1%	10	-91%[inhibitor]	-3%	-5%	i	-5%	-24%
CC(O)(c1cccc(F)c1)c1nc(-c2ccc(S(C)(=O)=O)cc2)cs1 (configuration not stated)	-20%	·	7	·	-7%	-9%	i	-20%	-21%
CCCCCc1nc(N)c(C#N)c(-c2ccco2)c1CCCC	-3%	?	-8	-4%	-5%	-10%	i	-19%	-9%
Cc1[nH]n(-c2ccccc2)c(=O)c1/C=N/N1C(=O)c2ccc3c4c(ccc(c24)C1=O)CC3	?	8%	-88*	?	?	?	i	?	?
O=C(CSc1ccccc1C(=O)O)NCc1ccccc1	1%	0%	11	-1%	3%	26%	i	11%	15%
CN(C(=O)CNc1ccccc1Cl)C1CCS(=O)(=O)C1 (configuration not stated)	7%	-4%	44	2%	-1%	10%	i	?	2%
CC[C@]1(C(=O)OC)[C@H]2C(=O)N(C)C(=O)[C@H]2[C@H]2CN=C(SCc3ccc(C#N)cc3)N21	-4%	-13%	1	?	4%	17%	i	1%	2%
Cc1cc(C)nc(N2CCC(C(=O)N3CCN(c4cc(Cl)ccc4C)CC3)CC2)n1	-25%	?	-15	?	?	?	i	4.1µM*	?
COc1cccc(CN2CC(C(=O)NCCn3cccn3)CCC2=O)c1 (configuration not stated)	5%	-1%	16	-12%	-6%	-3%	i	1%	9%
O=C(COC(=O)c1ccccc1C(=O)c1ccc(Cl)c([N+](=O)[O-])c1)NC1CCCCCC1	?	2.6µM*	-107*	3.7µM*	?	8.9µM*	·	-20%	3.2µM*
COCC(C)NC(C(=O)Nc1cccc(C(C)=O)c1)c1ccccc1 (configuration not stated)	11%	-7%	-3	2%	5%	25%	i	-17%	17%
Cc1ccc(NC(=S)N(CCN(C)C)Cc2cc3cc(C)ccc3[nH]c2=O)cc1	-28%	8%	-68*	-4%	-1%	-10%	i	23µM*	-17%
COc1cc(NC(=O)c2cc(=O)[nH]c3ccc(S(=O)(=O)N4CCOCC4)cc23)cc(OC)c1	-1%	1%	3	-6%	29%	-6%	i	-2%	0%

Ordered by the number under IL-1B inflam inh (rising): three of the compounds above
Molecule	IL-1B inflam inh	SW480 rereplic
CCCCCc1nc(N)c(C#N)c(-c2ccco2)c1CCCC	-8	-4%
CCc1nnc(NC(=O)C2Cc3ccccc3CN2S(=O)(=O)c2ccc(C)cc2)s1 (configuration not stated)	-1	1%
CC(O)(c1cccc(F)c1)c1nc(-c2ccc(S(C)(=O)=O)cc2)cs1 (configuration not stated)	7	·

Later entries
SMILES	ATXN2 expr inh	MCF10A rereplic	IL-1B inflam inh	SW480 rereplic	KB-3-1 cytotox	HT1080NT lethal	S2 tox	KB-V1 cytotox	HT1080 IDH1KD tx
CN(CC(=O)Nc1ccccc1Cl)C(=O)c1ccc(N2C(=O)CCC2=O)cc1	6%	0%	5	1%	4%	1%	i	2%	-13%
Cc1ccc(C)c(N2CCN(C(=O)Nc3ccc4c(c3)N(C)C(=O)CS4)CC2)c1	·	3%	46	2%	-30%	-23%	?	-2%	?
CC(NC(=O)C(CC(=O)OC(C)(C)C)NC(=O)OC(C)(C)C)C(N)=O (configuration not stated)	1%	0%	0	-10%	5%	3%	i	2%	0%
CCOc1ccc(-c2cc(CCCC(=O)NCCC(C)C)no2)cc1	8%	2%	20	-16%	18%	0%	i	-1%	-2%
COc1ccc(CCN(C)C(=O)Cc2ccc(-c3ccccc3)cc2)cc1OC	?	17%	-55*	?	?	?	i	-25%	-28%
Nn1cnc2sc3c(c2c1=O)CCC3	0%	4%	-14	1%	6%	11%	i	-11%	15%
O=C(NC1CCCCC1)C(c1ccncc1)N(CC1CCCO1)C(=O)C(F)(F)F (configuration not stated)	12%	0%	0	-5%	16%	-3%	i	18%	10%
COc1ccc(CCC(=O)NCCOc2ccccc2Cl)cc1	·	1%	-4	16%	-1%	-17%	i	4%	21%
CCc1cc2cccc(C)c2nc1SCC(=O)N1CCN(C(=O)c2ccco2)CC1	?	?	-19	4%	0%	-2%	?	-16%	2%
COc1ccc(N=CC2=C(O)CCCC2=O)cc1	5%	19%	15	6%	12%	-19%	i	-4%	?
Cc1nn(CC(=O)OCC(=O)c2ccc(OC(F)F)cc2)c(C)c1[N+](=O)[O-]	-3%	11%	0	?	-6%	-4%	i	?	-16%
CCC1(CC)C(=O)NC(=S)N=C1N	11%	-1%	8	-8%	0%	2%	i	12%	10%
CCCc1cc(C(=O)Nc2c(C)nn(Cc3c(Cl)cccc3Cl)c2C)no1	52%[activator]	·	·	·	-16%	·	?	?	·
O=C(c1ccc2c(c1)N(Cc1cccc(F)c1)C(=O)c1ccccc1S2)N1CCC2(CC1)OCCO2	-10%	·	·	·	-3%	·	i	4%	·
CC(C)(C)C(C(=O)n1cccc1C#N)c1ccccc1 (configuration not stated)	-5%	-17%	34	-6%	-1%	3%	i	-2%	9%
CCN(C(=O)c1ccc2c(c1)N(Cc1cccc(Cl)c1)C(=O)c1ccccc1S2=O)c1ccccc1 (configuration not stated)	0%	·	·	·	?	·	?	0%	·
Cc1cccc(C)c1OC(=O)CSc1nnc(-c2ccccc2)o1	-14%	3%	6	3%	-1%	1%	i	-15%	-1%
Cc1ccc(Cn2nc3c(cc2=O)CCc2ccccc2-3)cc1	-8%	20%	14	-4%	-1%	-2%	i	-9%	2%
O=C(Nc1cccnc1)c1cc(-c2ccc3c(c2)OCO3)on1	-16%	2%	3	-3%	1%	-2%	i	-1%	6%
